All columns: NCI-60 one-dose screen, growth in % after 48 h at 10 µM unless noted; 100 = growth as untreated, 0 = no growth, -100 = all killed.
SF-539 – SF-539 CNS cancer | 81,000 tested, 6.8% active | AID 1794752
HCC-2998 – HCC-2998 colon cancer. 79,000 tested, 4.7% active
SF-268 – SF-268 CNS cancer cells; 82,000 tested, 3.1% active
U251 – U251 CNS tumor cells | 80,000 tested, 5.4% active
SF-295 – SF-295 CNS cancer cells; AID 1794758; 79,000 tested, 5.6% active
SNB-75 – SNB-75 CNS cancer; 79,000 tested, 5% active
DU-145 – DU-145 prostate cancer. 81,000 tested, 4.2% active. AID 1794760
SNB-19 – SNB-19 CNS cancer cells. AID 1794751. 81,000 tested, 2.5% active
PC-3 – PC-3 prostate cancer cells. AID 1794754. 80,000 tested, 3.9% active
Starred values were filed as active, the others as inactive; . = not tested or not shown; [ ] = another dose, or the depositor's remark. How the source made its calls: active means growth percent below 10; inactive means the rest. Hits appear at their usual frequency; overall some 9.9% were active at least once.

SMILES	SF-539	HCC-2998	SF-268	U251	SF-295	SNB-75	DU-145	SNB-19	PC-3
CN(C)c1ccc(/C=C/c2ccnc3c(O)cccc23)cc1	2.9*	55.7	12.5	12.0	-8.0*	28.5	13.9	26.4	32.0
CCc1c(C)c2cc3c(c(C)c2oc1=O)OCC(c1ccc(OC)cc1)=N3	101.8	102.3	99.0	96.1	98.7	88.2	104.2	100.9	73.4
O=c1[nH]cc(Br)c(=S)[nH]1	97.4	110.7	105.0	97.2	101.6	102.0	112.6	101.3	88.2
COc1ccc(-c2cc(-c3cccnc3)[nH]c(=O)c2C(N)=O)cc1OC	100.4	103.6	105.7	101.7	96.8	95.1	106.6	118.3	88.2
Cc1cccc(/C=C/c2nn3c(-c4cccnc4)nnc3s2)c1	103.2	109.4	105.5	105.4	93.3	116.5	100.8	96.0	104.2
C[C@@H]1CC[C@H]2[C@@H](C)C(O)O[C@@H]3O[C@]4(C)CC[C@@H]1[C@]32OO4 (some centres not stated)	33.6	41.3	52.7	25.5	26.4	52.5	75.1	57.7	15.1
CCCCCN(CCCCC)CC(O)c1ccc(Cl)c2ccccc12 (configuration not stated)	75.7	47.8	84.6	64.5	33.5	110.2	69.8	66.5	55.4
COc1ccc(/C=C(\C#N)n2nnc3ccccc32)cc1	-46.4*	-2.3*	21.3	17.6	-4.0*	-31.7*	-5.1*	23.0	15.8
Cc1cc(C2(c3ccc(O)c(C)c3)OS(=O)(=O)c3ccccc32)ccc1O	99.0	113.6	112.2	107.0	105.0	91.6	121.6	105.0	90.8
COc1cc(OC(C)=O)c2c(=O)cc(-c3ccc(OC(C)=O)cc3)oc2c1	97.0	106.5	99.1	92.6	99.0	103.3	104.0	105.5	103.0
O=C1CC(n2[nH]c(=O)ccc2=O)C2CO[C@@H]1O2 (some centres not stated)	.	106.2	100.3	98.4	92.9	94.9	106.4	111.0	99.0
C#CCOc1cc(C)c(C)cc1C(=O)c1cc(-c2ccc(OC)cc2)c(=O)n(CC#C)c1	85.8	101.0	88.0	91.5	101.5	87.5	104.3	91.9	91.1
COc1ccc2[nH]cc(-c3cc(-c4cc(OC)c(OC)c(OC)c4)nc(N)c3C#N)c2c1	87.9	76.0	89.3	79.6	68.4	85.5	94.7	81.0	76.4
NC1=C(c2nn[nH]n2)C(c2ccccc2Cl)c2ccc3ccccc3c2O1 (configuration not stated)	79.2	98.6	73.2	77.8	88.9	56.7	93.4	79.2	57.5
N#C/C(=C\c1cc(Cl)cc(Cl)c1O)c1ccc([N+](=O)[O-])cc1	104.9	91.4	101.4	96.0	96.6	79.4	106.2	.	88.2
COc1cccc(/C=N/NC(N)=O)c1OC	104.8	92.1	101.9	103.1	104.1	103.8	111.3	109.7	99.6
CCc1ccc(C(=O)/C=C/c2ccc(N(C)C)cc2)cc1	99.1	113.9	89.6	97.9	100.8	98.5	103.1	97.7	103.8
CCOC(=O)/C(Cc1ccnnc1)=N\O	106.0	102.9	114.5	108.1	111.0	97.4	123.2	106.0	98.6
O=C(CN1CCN(c2cc(=O)n(-c3ccccc3)c3ccccc23)CC1)Nc1nc(-c2ccccc2)cs1	77.1	81.8	79.2	59.2	66.7	71.6	72.7	85.2	32.5
O=C1/C(=C/c2cc(F)cc(F)c2)Cc2c(F)cc(Br)cc21	100.3	111.2	101.7	98.2	98.0	91.1	103.1	94.8	96.6
N#Cc1nn(-c2cc(=O)[nH]c3ccc(Br)cc23)c(N)c1C#N	104.6	78.5	107.6	105.7	101.1	87.3	117.3	105.0	-86.9*
O=C1CC2(O)CSc3nc(=O)cc(n32)N1 (configuration not stated)	104.3	119.7	112.1	97.2	88.8	98.4	114.6	91.6	93.9
CC(C)COC(=O)c1ccc(NC(=O)CNCCCN(C)C)cc1	86.7	101.1	96.6	83.9	96.0	89.1	96.3	93.3	68.8
O=C(O)CCCSc1nc(-c2ccccc2)cc(-c2ccccc2)n1	99.3	109.1	95.7	95.8	96.1	102.1	106.8	94.5	99.1
CCCC(C)c1ccc(OCCCCCCN2CCNCC2)cc1 (configuration not stated)	56.1	-71.4*	70.4	-2.4*	-6.7*	35.9	38.4	56.0	49.4
COc1ccc2c(c1)N(CCO)C1=C(C(=O)OC1)C2c1cc(OC)c(OC)c(OC)c1 (configuration not stated)	-6.4*	.	23.9	9.9*	-20.6*	38.3	-30.8*	19.1	21.9
CC(C)OC1OC(OC(C)C)C(OC(C)C)OC1OC(C)C (configuration not stated)	104.7	121.0	96.5	90.3	108.9	99.0	112.1	90.9	91.8
CCC(CCNc1cc(OC)cc2cccnc12)CN1C(=O)c2ccccc2C1=O (configuration not stated)	105.8	104.5	98.7	102.3	105.6	84.0	118.3	103.3	89.2
CN(C)CCOc1ccc(Nc2nccc(NCc3ccco3)n2)cc1	84.6	101.3	81.1	88.1	92.2	.	89.9	96.4	78.3
NC(=O)c1ccc[n+](CCc2ccccc2)c1	86.1	86.7	95.2	107.1	106.4	95.5	111.3	93.4	95.1
Nc1c(C(=O)NN2C(=O)c3ccccc3C2=O)sc(S)c1-c1nc2ccccc2s1	99.5	85.8	94.9	93.6	110.3	87.7	108.3	90.9	82.4
C=C1CC[C@@H]2[C@](C)(COC(C)=O)[C@H](OC(C)=O)CC[C@@]2(C)[C@@H]1CC(NC1CC1)C1=CCOC1=O (some centres not stated)	95.4	103.0	93.5	96.2	97.3	90.4	98.8	101.0	77.1
CCn1c(Sc2nnc(NC(=O)CN3CCCCC3)s2)nc2c1c(=O)n(C)c(=O)n2C	97.2	106.7	92.4	94.7	108.2	89.1	113.7	104.2	103.3
O=C(NC1=Nc2ccccc2C(=O)NN1)c1cccnc1	102.1	126.0	107.2	99.0	103.3	97.2	115.2	99.0	97.1
CS(=O)(=O)c1ccc(C(=O)N2N=C(c3ccccc3)CC2c2ccc(Cl)cc2)cc1 (configuration not stated)	99.8	98.2	92.9	89.9	92.0	86.9	99.7	100.2	78.0
CCCCCc1ccc(S(=O)(=O)OCc2cc(=O)c(O)co2)cc1	101.7	109.3	92.2	93.0	99.3	92.4	105.6	92.3	93.5
COC(=O)CCC1=C(C)C(C)=N/C1=C\c1[nH]c(-c2ccc[nH]2)cc1OC	-9.4*	12.5	25.3	-22.9*	-44.6*	-34.9*	9.9*	35.0	.
O=C(N/N=C/c1ccc(Cl)cc1Cl)c1ccccc1	96.0	98.2	102.0	91.7	70.6	106.1	98.6	88.2	87.7
CNC(=O)c1cn(C2CC2)c2cc(N3CCN(C(=O)c4cc(OC)c(OC)c(OC)c4)CC3)c(F)cc2c1=O	98.9	112.7	96.8	96.3	98.0	96.0	104.1	96.4	89.9
O=C(NNc1nc(NCCc2c[nH]c3ccccc23)nc(N2CCN(C(c3ccccc3)c3ccccc3)CC2)n1)c1ccccc1	94.1	108.0	81.1	85.5	77.7	.	86.5	86.8	61.1

7 records picked at random from the list so far, as already listed:
SMILES	SF-539	HCC-2998	SF-268	U251	SF-295	SNB-75	DU-145	SNB-19	PC-3
C=C1CC[C@@H]2[C@](C)(COC(C)=O)[C@H](OC(C)=O)CC[C@@]2(C)[C@@H]1CC(NC1CC1)C1=CCOC1=O (some centres not stated)	95.4	103.0	93.5	96.2	97.3	90.4	98.8	101.0	77.1
CS(=O)(=O)c1ccc(C(=O)N2N=C(c3ccccc3)CC2c2ccc(Cl)cc2)cc1 (configuration not stated)	99.8	98.2	92.9	89.9	92.0	86.9	99.7	100.2	78.0
O=C(NC1=Nc2ccccc2C(=O)NN1)c1cccnc1	102.1	126.0	107.2	99.0	103.3	97.2	115.2	99.0	97.1
Nc1c(C(=O)NN2C(=O)c3ccccc3C2=O)sc(S)c1-c1nc2ccccc2s1	99.5	85.8	94.9	93.6	110.3	87.7	108.3	90.9	82.4
CNC(=O)c1cn(C2CC2)c2cc(N3CCN(C(=O)c4cc(OC)c(OC)c(OC)c4)CC3)c(F)cc2c1=O	98.9	112.7	96.8	96.3	98.0	96.0	104.1	96.4	89.9
CCCCCc1ccc(S(=O)(=O)OCc2cc(=O)c(O)co2)cc1	101.7	109.3	92.2	93.0	99.3	92.4	105.6	92.3	93.5
O=C(N/N=C/c1ccc(Cl)cc1Cl)c1ccccc1	96.0	98.2	102.0	91.7	70.6	106.1	98.6	88.2	87.7

(continued)
SMILES	SF-539	HCC-2998	SF-268	U251	SF-295	SNB-75	DU-145	SNB-19	PC-3
Cc1ccc2nc([C@@H](C)[C@H]3CC[C@H]4[C@@H]5CCC6=CC(=O)CC[C@]6(C)[C@H]5CC[C@]34C)[nH]c2c1	75.6	98.4	82.3	69.6	84.6	64.0	94.7	88.6	73.6
COc1cc(C(=O)n2nc(NCCCc3ccccc3)c3cc(N)ccc32)cc(OC)c1OC	93.1	105.5	96.7	100.4	81.0	85.2	106.1	100.9	79.0
COc1ccc(C2NC(=O)c3ccccc3N2)c(OC)c1OC (configuration not stated)	111.1	88.0	97.9	97.5	62.1	116.5	97.0	101.5	72.5
COc1ccc(CNc2nccnn2)cc1	.	98.7	102.8	94.9	101.0	85.6	112.2	102.0	101.2
Clc1ccc(C2=NN(c3ccccc3)[C@H](c3cn(-c4ccccc4)nc3-c3ccccc3)C2)cc1	107.3	102.9	108.9	93.1	108.1	97.0	119.5	102.8	93.9
Nc1nc(-c2ccccc2)c(-c2ccccc2)s1	86.7	96.1	98.8	92.9	96.4	71.7	101.3	93.7	87.3
CC(=O)c1cc2c(cc1C)CCCC2(C)C	114.3	.	106.2	109.8	126.7	100.0	118.8	99.9	100.9
OCCN1CCOCC1	111.4	.	117.1	108.4	110.2	90.4	124.0	101.7	108.7
CCCC1OC(c2ccco2)OCC1CC (configuration not stated)	106.2	100.5	100.7	94.8	104.8	84.2	104.1	98.2	92.5
N#Cc1c(-c2cc(=O)oc3c2ccc2ccccc23)cc(-c2cc3ccccc3oc2=O)nc1N	99.1	105.0	96.2	97.5	100.4	90.0	113.4	95.2	87.0
Cc1cc2nc(CC(=O)c3ccccc3)c(CC(=O)c3ccccc3)nc2cc1C	77.7	109.5	100.6	98.9	90.2	84.8	98.5	.	87.6
COc1ccc(C)cc1NC(=O)ON=C1CCCCC1	102.9	99.9	119.6	.	98.6	77.8	114.7	101.0	121.7
Cc1ccc(C2C(C#N)=C(N)Oc3c2c(C)nn3-c2ccc(Cl)cc2)cc1 (configuration not stated)	96.1	96.7	99.9	94.7	100.8	79.4	109.2	98.7	91.8
COc1ccc(N2C(=N)C(=S)N(c3ccc(C)cc3)C2=O)cc1	105.9	99.6	92.8	87.7	110.6	104.9	104.0	95.3	85.8
O=C1C(Cl)C(c2ccc(O)cc2)N1n1cnnc1 (configuration not stated)	92.7	101.7	94.4	97.6	105.4	88.9	104.3	100.6	93.2
CC(Cc1nnc(SCC(=O)Nc2ccc(I)cc2)n1N)c1ccccc1 (configuration not stated)	94.3	86.7	102.2	92.7	127.2	259.7	94.5	96.6	90.2
CCC(=O)OC1=CN2C(=NC(c3ccc(Cl)cc3)=CC2c2cc(OC)c(OC)c(OC)c2)S1 (configuration not stated)	96.2	120.1	94.1	90.1	.	.	108.4	99.0	82.2
C/C(CC(c1ccccc1)N1CCc2ccccc2C1)=N/O (configuration not stated)	101.5	102.5	103.9	93.9	86.4	85.4	112.7	101.9	87.4
Cc1cc(O)ccc1C1(c2ccc(O)cc2C)OS(=O)(=O)c2ccccc21	94.7	104.9	95.5	99.3	108.2	72.3	102.7	96.2	91.5
CCc1ccc(-c2ccc(-n3nc(C)c4c(=O)[nH]cnc43)cc2)cc1	111.8	102.7	121.9	96.6	104.0	114.4	117.0	103.5	80.6
O=C(C1=Cc2cc3ccccc3n2Cc2cnnn21)c1ccc(-c2ccccc2)cc1	99.5	105.5	98.7	102.3	99.4	94.0	110.6	98.7	97.5
CCN(CC)S(=O)(=O)c1ccc(S(=O)(=O)N2CCC[C@@H](C(=O)N3CCOCC3)C2)cc1	81.0	87.4	78.1	90.2	72.4	61.5	68.9	77.3	84.2
CC1(C)C=C(C(=O)O)C(C)(C)N1O	98.5	114.1	98.4	.	95.3	81.9	102.9	97.5	102.3
N#C[C@@H]1C2C=CC(O2)[C@H]1C#N	116.7	98.5	113.6	99.4	108.0	84.9	100.7	92.2	.
COc1ccccc1N=C(N)Nc1ccccc1OC	107.3	96.1	96.3	94.7	93.6	91.0	103.1	100.7	77.9
C=CCOc1ccccc1/C=N/N1C(=O)CS/C1=N\N=C1/SCC(=O)N1/N=C/c1ccccc1OCC=C	89.7	105.7	100.4	95.3	87.2	99.0	104.0	99.3	101.6
N#CSCc1cc(Cl)c(CSC#N)cc1Cl	45.7	97.0	63.3	105.7	97.5	47.9	59.7	89.0	75.8
C=C(C)[C@@H]1CC[C@]2(c3ncc(C)o3)CC[C@]3(C)[C@H](CC[C@@H]4[C@@](C)(CCC#N)[C@H](C(=C)C)CC[C@]43C)[C@@H]12	-94.3*[100 µM]	-80.9*[100 µM]	-66.2*[100 µM]	-82.4*[100 µM]	-81.7*[100 µM]	-86.8*[100 µM]	-76.4*[100 µM]	-95.0*[100 µM]	-64.1*[100 µM]
C#C[C@]1(O)CC[C@H]2[C@@H]3CC=C4c5sc(-c6ccc(OC)cc6)nc5CC[C@]4(C)[C@H]3CC[C@@]21C	18.1	90.1	58.9	42.7	-36.6*	22.9	76.9	63.6	28.2
Cc1nn(-c2ccccc2)c(-n2ccnc2)c1/C=N/Nc1nc(-c2ccc(F)cc2)cs1	87.6	104.2	76.9	74.4	77.3	73.7	87.5	87.1	65.5
COc1cc(/C=C2\C(=O)Nc3cc(Cl)ccc32)ccc1OCc1ccc(F)cc1	95.0	96.8	100.8	110.6	97.1	104.5	104.3	103.7	87.0
COC(C)c1cc(C(C)(C)C)c(O)c(C(C)(C)C)c1 (configuration not stated)	.	102.2	104.2	92.6	102.6	98.9	109.7	93.7	89.1

High-throughput results as filed in PubChem BioAssay.
